EBV LMP1 NFkB = Epstein-Barr LMP1 NF-kappaB reporter inhibition; LMP1-induced NF-kappaB luciferase reporter cells, luminescence; inhibition, % at 12.5 µM; actives 0.69% (n = 350,000); in the data active = inhibition above about 41%;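 also: 0% = neutral control wells and 100% = reference inhibitor control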
MC4R barr agon = agonists of human melanocortin 4 receptor (MC4R) beta-arrestin. activation, % at 8.9 µM. P32245. U2OS MC4R beta-arrestin complementation, luminescence; percent of melanotan II response, DMSO zero. actives 0.98% (n = 360,000);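 active = activation above a per-plate cutoff, the mean activation of sample wells on that plate plus 3 SD, cut at about 8% in these data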
Target sequence (P32245 whole entry, looked up): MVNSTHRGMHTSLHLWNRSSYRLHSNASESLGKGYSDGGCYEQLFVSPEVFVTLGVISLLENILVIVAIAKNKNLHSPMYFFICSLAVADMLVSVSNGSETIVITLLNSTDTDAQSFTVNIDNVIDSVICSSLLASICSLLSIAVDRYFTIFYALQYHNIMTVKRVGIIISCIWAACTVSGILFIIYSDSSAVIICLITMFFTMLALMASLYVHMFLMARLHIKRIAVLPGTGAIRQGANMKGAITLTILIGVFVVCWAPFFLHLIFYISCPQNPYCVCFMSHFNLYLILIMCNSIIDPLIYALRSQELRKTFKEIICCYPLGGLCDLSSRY
MC4R antag cAMP = blocks human MC4R cAMP signaling; P32245; MC4R-expressing cells, MTII-stimulated cAMP, LANCE TR-FRET; inhibition, % at 6.5 µM; actives 0.48% (n = 360,000);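 active = inhibition above its plate's cutoff, the mean of tested wells on that plate plus 3 SD, cut at about 29% in these data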;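 also: 0% = Melanotan II alone and 100% = Melanotan II plus saturating MCL0020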
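System – human MC4R-expressing U2OS cells · Also added – Melanotan II · Dosing – one concentration, 6.5 µM nominal · Timing – 30-min compound, 1-h challenge, 1-h detection, room temperature · Measured by – Eu-cAMP/anti-cAMP TR-FRET, emission 671 nm · Replicates – singlicate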
ABHD5 PLIN5 PPI = ABHD5-PLIN5 protein interaction inhibition; Q00G26+Q8WTS1; Split G. princeps luciferase complementation, luminescence, 4 h; inhibition, % at 4 µM; actives 0.78% (n = 360,000); AID 602281;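 active = inhibition above the mean inhibition across every tested compound plus 3 SD, cut at about 22% in these data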;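 also: 0% = DMSO only wells and the 100% control is not disclosed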
NR2F2 inh = blocks human COUP-TFII nuclear receptor | P24468 | HEK293T NGFI-A luciferase reporter, luminescence | inhibition, % at 8.6 µM | actives 0.7% (n = 370,000);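 active = inhibition above a per-plate cutoff, mean inhibition of test wells between control levels plus 3 SD, cut at about 38% in these data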;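 also: cells cotransfected with COUP-TFII expression vector driving the NGFI-A reporter; 0% = median of COUP-TF2 test wells and 100% = reporter-only cells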
NOD2 RIPK2 PPI = NOD2-RIPK2 protein interaction inhibition; O43353; CHO BLA complementation NOD2-RIPK2, CCF4 ratio; inhibition, % at 4.98 µM; actives 0.38% (n = 360,000); in the data active = inhibition above about 21%;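 also: 0% = vehicle only and 100% = reference blocker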
Target sequence (O43353 whole entry, looked up): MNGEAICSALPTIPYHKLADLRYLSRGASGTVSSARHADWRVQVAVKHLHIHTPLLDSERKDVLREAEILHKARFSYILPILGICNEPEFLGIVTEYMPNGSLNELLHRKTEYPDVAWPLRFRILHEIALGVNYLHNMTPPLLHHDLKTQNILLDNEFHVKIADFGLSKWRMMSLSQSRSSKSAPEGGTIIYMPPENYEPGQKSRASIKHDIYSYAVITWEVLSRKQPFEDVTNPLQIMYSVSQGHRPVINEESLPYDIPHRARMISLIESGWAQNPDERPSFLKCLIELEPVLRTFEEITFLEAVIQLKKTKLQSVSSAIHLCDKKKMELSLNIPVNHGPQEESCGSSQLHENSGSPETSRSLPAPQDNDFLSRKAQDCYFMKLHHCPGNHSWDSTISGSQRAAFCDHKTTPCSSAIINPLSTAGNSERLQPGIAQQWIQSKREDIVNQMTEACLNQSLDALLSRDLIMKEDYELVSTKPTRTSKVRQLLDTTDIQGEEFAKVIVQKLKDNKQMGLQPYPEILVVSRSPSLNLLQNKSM
NCOA1 inh = human NCOA1 inhibition; Q15788; HEK293 GAL4-SRC1 luciferase reporter, luminescence; inhibition, % at 3.6 µM; actives 0.12% (n = 360,000);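 active = inhibition above the campaign mean plus 3 SD, with each screening campaign given its own cutoff, cut at about 60% in these data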;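 also: 0% = DMSO treated cells and 100% = gossypol at 36 µM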
SRC3 inh = inhibitors of human steroid receptor coactivator 3 (SRC3); Q9Y6Q9; HEK293 GAL4-SRC3 luciferase reporter, luminescence; inhibition, % at 3.6 µM; actives 0.17% (n = 360,000); AID 588352;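 active = inhibition above a per-campaign cutoff, the mean of all compounds plus 3 SD, cut at about 60% in these data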;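 also: 0% = DMSO-treated cells and 100% = gossypol-treated cells at 36 µM; higher means less SRC3-driven luciferase light from the GAL4 reporter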
TLR9-MyD88 inh = blocks human TLR9 binding to MyD88; Q9NR96+Q99836; CHO BLA complementation TLR9-MyD88, CCF4 FRET ratio; inhibition, % at 4.98 µM; actives 0.21% (n = 340,000); AID 504734;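 active = inhibition above the mean over all tested compounds plus 3 SD, cut at about 21% in these data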;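 also: 0% = DMSO only wells and 100% = clavulanate BLA inhibitor control wells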
NR5A2 inv ag = NR5A2 inverse agonism in reporter assay | HEK293T StAR-luciferase reporter, LRH-1 transfected, 24 h | inhibition, % at 3.6 µM | actives 0.13% (n = 360,000);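 active = inhibition above the mean inhibition of all tested compounds plus 3 SD, cut at about 73% in these data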;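 also: 0% = DMSO wells and 100% = reporter-only cells lacking LRH-1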
NCOA2 inhibitor = inhibits human steroid receptor coactivator 2; inhibition, % at 9 µM; AID 651957; Q15596; HEK293 GAL4-SRC2 luciferase reporter, luminescence; actives 0.17% (n = 370,000);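 active = inhibition above the mean inhibition of all tested compounds plus 3 SD, set per campaign, cut at about 52% in these data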;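 also: 0% = DMSO treated cells and 100% = cells given Gossypol at 36 µM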
Numbers without * were called inactive; nt = no result given. An excerpt, so the mix of outcomes need not match the whole.

cpd	Compound	NOD2 RIPK2 PPI	EBV LMP1 NFkB	SRC3 inh	ABHD5 PLIN5 PPI	MC4R antag cAMP	TLR9-MyD88 inh
1	O=C(CNC(=O)c1cc2c(s1)CCC2)Nc1ccccc1Br	4	-33	-37	-1	-1	3
2	CCCNS(=O)(=O)c1ccc(CCC(=O)N2CCN(CC)CC2)cc1	-9	1	8	2	3	-2
3	O/N=C1\CC(O)Cc2nonc21 (configuration not stated)	-9	3	-18	-3	2	1
4	Fc1ccc2c(c1)Sc1ccc(Cl)cc1CC2N1CCN(CCC2OCCO2)CC1 (configuration not stated)	0	-6	4	12	1	6
5	Cc1ncc([N+](=O)[O-])n1CCOC(=O)NC(NCc1cccnc1)C(Cl)(Cl)Cl (configuration not stated)	-3	5	5	5	-3	-7
6	COc1ccc(C(=O)c2coc(-c3ccccc3C(=O)O)c2C(=O)O)cc1	6	-6	13	3	0	2
7	CCn1cc2nc(SCC(=O)Nc3ccc(F)cc3F)n(Cc3ccccc3)c(=O)c2n1	6	-4	27	5	-3	-10
8	COc1ccccc1NC(=O)Nc1nc(CC(=O)NCc2ccccn2)cs1	-6	2	-12	-17	-4	-7
9	O=C(CSc1nnnn1C1CCCC1)Nc1ccc2c(c1)OCCO2	-11	-7	-21	-2	-4	-5
10	CCOC(=O)C1=C(COC(=O)CCOc2ccc(OC)cc2)NC(=O)NC1C (configuration not stated)	2	-2	-22	5	15	-8
11	C=CCNC(=O)COC(=O)CNC(=O)c1cc(Cl)cc([N+](=O)[O-])c1	-3	11	5	-2	-2	-5
12	Cc1ccc(-c2nc3ccc(Br)cn3c2Cc2ccccc2)cc1	4	nt	-95	-18	nt	nt
13	Cc1nc2ccccc2c(=O)n1/N=C/c1c(O)ccc2oc3c(c12)CCCC3	-6	-6	18	-2	3	0
14	COC(=O)C1=C(C)N(Cc2ccccc2)C(=O)N[C@H]1c1ccco1	5	-12	7	4	3	1
15	Cc1ccccc1OCC(=O)N1CCCc2ccccc21	-5	8	-13	3	-2	-1

cpd	NR2F2 inh	NCOA1 inh	NCOA2 inhibitor	MC4R barr agon	NR5A2 inv ag
1	-24	-60	-5	-1.2	-73
2	25	6	-17	-0.7	11
3	-4	-15	-4	-2.2	-10
4	17	-14	-21	2.5	-27
5	13	-8	12	-2.5	-17
6	-15	-48	3	0.4	-11
7	0	7	-5	-3.4	19
8	-6	6	-6	-1.1	5
9	-14	-137	-12	0.0	46
10	-12	1	1	-3.0	-9
11	-27	0	-4	-1.9	2
12	-42	-77	-57	nt	-138
13	9	-7	-15	2.2	14
14	-64	-2	-4	-1.1	0
15	-16	-23	-49	-0.1	-33

The list goes on:
cpd	Compound	NOD2 RIPK2 PPI	EBV LMP1 NFkB	SRC3 inh	ABHD5 PLIN5 PPI	MC4R antag cAMP	TLR9-MyD88 inh
16	Cc1ccccc1-c1n[nH]c(=S)n1Cc1ccccc1	-9	-7	10	-5	-6	6
17	CC(NC(=O)c1ccc(Cl)cc1)C(=O)NC1=NCCS1 (configuration not stated)	-4	11	1	-5	11	-1
18	COc1ccc(CNC(=O)CN(C)S(=O)(=O)c2ccc3c(c2)c(=O)n(C)c(=O)n3C)cc1	-1	-11	8	7	0	-5
19	O=C(O)c1cnn(-c2nc(-c3ccc(Cl)cc3)cs2)c1C(F)(F)F	-10	-17	-58	-1	31*	-4
20	O=C(CCl)Nc1ccccc1C(=O)Nc1ccc2c(c1)OCO2	-5	-4	-54	0	4	-2
21	CCc1nn(C(C)C(=O)NCc2cccc(OC)c2)c(=O)c2cc3occc3n12 (configuration not stated)	-14	-4	4	2	7	0
22	Cc1ccc(C(=O)Nc2cccc(S(=O)(=O)N3CCOCC3)c2)cc1[N+](=O)[O-]	-4	0	11	-3	15	5
23	Cc1cccc(NC(=O)CN2C(=O)N/C(=C\c3ccc(-c4cccc(C(=O)O)c4)o3)C2=O)c1	1	2	4	8	-5	0
24	O=C(NCC(c1cccnc1)N1CCN(c2ccc(F)cc2)CC1)C1CCCCC1 (configuration not stated)	-15	3	13	7	4	3
25	C[C@@H](C(=O)CC(=O)OC(C)(C)C)[C@@H](O)c1c(F)cccc1Cl	1	-4	9	8	3	4
26	Cc1ccc(C)c2[nH]c(=O)c(CCNC(=O)c3cc4ccccc4o3)cc12	5	9	-19	5	12	-7
27	Cc1nc(SCC(=O)Nc2ccc(C)c(F)c2)c2oc3ccccc3c2n1	0	5	11	-5	20	2
28	CCOc1ccc(-c2nnc3sc(COc4ccccc4)nn23)cc1	-5	1	6	3	5	-7
29	CCC(CC)C(=O)N(C)c1c(C)nc2c(OCCC3CCCCC3)cccn12	8	nt	12	3	13	nt
30	COc1ccc(-c2oc3ccc(-c4cc(OC)c(OC)c(OC)c4)cc3c2C(=O)c2ccc(OC)nc2)cc1	-8	7	7	7	-1	2

cpd	NR2F2 inh	NCOA1 inh	NCOA2 inhibitor	MC4R barr agon	NR5A2 inv ag
16	13	-3	-18	-0.1	-3
17	-11	-1	-29	-0.1	12
18	-10	23	-1	-3.2	-11
19	-15	-114	-34	-1.1	-82
20	-45	-126	25	-0.8	-52
21	-27	-18	-22	2.3	-10
22	-4	-1	14	-1.4	15
23	13	-5	-8	-1.3	-6
24	2	-11	-13	-0.4	4
25	1	4	-7	-1.8	5
26	-8	8	-15	-0.3	-13
27	-11	-4	-26	3.6	18
28	9	12	-21	4.0	8
29	21	10	19	0.5	-13
30	-3	2	-2	-0.7	-9

More results
cpd	Compound	NOD2 RIPK2 PPI	EBV LMP1 NFkB	SRC3 inh	ABHD5 PLIN5 PPI	MC4R antag cAMP	TLR9-MyD88 inh
31	CS(=O)(=O)N(CC(=O)N1CCOCC1)c1cccc(Cl)c1	-4	-5	-20	-4	11	4
32	O=C(O)c1cc2nc3c(c(C(F)(F)F)n2n1)CCc1ccccc1-3	-3	0	5	-2	20	0
33	CCN1CCN(C(=O)/C=C/c2ccccc2[N+](=O)[O-])CC1	5	11	-5	0	25	-13
34	COc1ccccc1/C=N/Nc1nncc2ccccc12	-4	-5	-73	6	-7	5
35	C[C@H]1CN(S(=O)(=O)C(C)(C)C)[C@H](CCO)/C1=C\c1ccccc1	-5	-6	-24	-6	7	4
36	COC(=O)c1ccc2c(c1C(=O)OC)CN(S(=O)(=O)C(C)(C)C)[C@H]2CCO	-9	3	-12	-4	-5	-2
37	COc1ccc(CCNC(=O)C(C)OC(=O)c2cccs2)cc1OC (configuration not stated)	-3	-7	7	10	3	-12
38	Nc1nc(Nc2ccccc2F)nc(N2CCCC2)c1[N+](=O)[O-]	-12	-53	-63	-12	5	-2
39	COc1ccc(C(=O)COC(=O)CNC(=O)c2ccccc2)cc1F	-6	3	-15	-4	14	-6
40	O=C(Nc1ccc(O)c(-c2nc3ccccc3o2)c1)C1(c2ccc(Cl)cc2)CCCC1	8	1	-12	0	-6	3
41	O=C(Nc1ccccc1O)c1cccc(S(=O)(=O)N2CCOCC2)c1	-15	-18	-6	2	14	4
42	CCC(=O)Nc1ccc(/C(C)=N\NC(=O)c2ccc(OC)cc2)cc1	-6	-9	-5	-1	9	1
43	O=C1N/C(=C\c2ccc(N3CCOCC3)c(F)c2)C(=O)N1Cc1ccccc1	-1	-11	9	7	16	-5
44	COc1ccc(-c2c(C#Cc3ccsc3)c3ccccc3n2C)cc1	5	-9	-45	-2	-1	-5
45	CC(C)C(C(=O)Nc1ccc2c(c1)OCO2)N1C(=O)c2ccccc2C1=O (configuration not stated)	-7	9	9	2	4	-10

cpd	NR2F2 inh	NCOA1 inh	NCOA2 inhibitor	MC4R barr agon	NR5A2 inv ag
31	-2	-2	-7	1.4	3
32	-20	0	13	-0.3	-8
33	-10	20	17	-0.6	-1
34	-21	-81	-58	-1.0	-112
35	-8	-5	11	1.1	14
36	-6	7	13	-1.4	12
37	9	-1	10	2.9	0
38	-50	-83	-55	-0.7	-64
39	15	1	-15	-2.4	-17
40	11	18	-17	-2.4	18
41	2	-9	-13	-0.1	-11
42	0	-48	7	-1.0	-39
43	-23	5	-7	3.5	6
44	1	-50	-17	0.3	-11
45	-3	-16	-7	-0.8	2

Fetched by structure from above:
cpd	Compound	NOD2 RIPK2 PPI	EBV LMP1 NFkB	SRC3 inh	ABHD5 PLIN5 PPI	MC4R antag cAMP	TLR9-MyD88 inh
33	CCN1CCN(C(=O)/C=C/c2ccccc2[N+](=O)[O-])CC1	5	11	-5	0	25	-13
31	CS(=O)(=O)N(CC(=O)N1CCOCC1)c1cccc(Cl)c1	-4	-5	-20	-4	11	4
40	O=C(Nc1ccc(O)c(-c2nc3ccccc3o2)c1)C1(c2ccc(Cl)cc2)CCCC1	8	1	-12	0	-6	3
42	CCC(=O)Nc1ccc(/C(C)=N\NC(=O)c2ccc(OC)cc2)cc1	-6	-9	-5	-1	9	1
32	O=C(O)c1cc2nc3c(c(C(F)(F)F)n2n1)CCc1ccccc1-3	-3	0	5	-2	20	0
41	O=C(Nc1ccccc1O)c1cccc(S(=O)(=O)N2CCOCC2)c1	-15	-18	-6	2	14	4

cpd	NR2F2 inh	NCOA1 inh	NCOA2 inhibitor	MC4R barr agon	NR5A2 inv ag
33	-10	20	17	-0.6	-1
31	-2	-2	-7	1.4	3
40	11	18	-17	-2.4	18
42	0	-48	7	-1.0	-39
32	-20	0	13	-0.3	-8
41	2	-9	-13	-0.1	-11

(list continues)
cpd	Compound	NOD2 RIPK2 PPI	EBV LMP1 NFkB	SRC3 inh	ABHD5 PLIN5 PPI	MC4R antag cAMP	TLR9-MyD88 inh
46	CCOC(=O)c1sc2ncnc(N3CCN(C(=O)OCC)CC3)c2c1C	4	6	-3	1	-4	6
47	CCOC(=O)c1ccc(NC(=O)COC(=O)Cc2csc(-c3ccccc3)n2)cc1	-10	-3	5	-6	9	-6
48	CCOc1ccc(NC(=O)CN(C)C(=O)c2cn(-c3ccccc3)nc2-c2cccs2)cc1OCC	-15	-12	-7	-4	3	-5
49	CN(C)S(=O)(=O)c1ccc(C(=O)NCCSc2ccccc2)cc1	5	-32	-64	-4	8	8
50	Cc1ccc(S(=O)(=O)N(C)C)cc1NC(=O)C(C)OC(=O)/C=C/c1cccs1 (configuration not stated)	2	10	6	-2	0	1
51	COc1ccc2[nH]cc(CCNS(=O)(=O)c3ccc(C)cc3)c2c1	-12	-4	-6	3	-1	-2

cpd	NR2F2 inh	NCOA1 inh	NCOA2 inhibitor	MC4R barr agon	NR5A2 inv ag
46	10	-4	18	-0.5	-19
47	3	-16	-16	3.3	-25
48	6	-36	34	-3.7	-20
49	-20	-46	-70	-0.7	-52
50	6	-9	-10	-0.2	-2
51	9	-7	22	-0.1	0

MC4R antag cAMP, what is marked active above
cpd	Compound	NOD2 RIPK2 PPI	EBV LMP1 NFkB	SRC3 inh	ABHD5 PLIN5 PPI	MC4R antag cAMP	TLR9-MyD88 inh
19	O=C(O)c1cnn(-c2nc(-c3ccc(Cl)cc3)cs2)c1C(F)(F)F	-10	-17	-58	-1	31*	-4

cpd	NR2F2 inh	NCOA1 inh	NCOA2 inhibitor	MC4R barr agon	NR5A2 inv ag
19	-15	-114	-34	-1.1	-82

Screening data (PubChem BioAssay)
